CCHF vOTU inh – CCHFV vOTU protease inhibitors, primary screen, biochemical, Pep-AMC substrate, fluorescence; Crimean-Congo hemorrhagic fever virus L polyprotein viral ovarian tumor (vOTU) protease …; inhibition, % at 11.5 µM; 0.55% of 370,000 active; in the data active means inhibition above about 30%; further: 0% = vehicle wells with enzyme and 100% = no enzyme wells
VHR inh abs – VHR1 phosphatase inhibitors, primary screen, biochemical, absorbance, uHTS; recombinant VHR phosphatase, pNPP absorbance; inhibition, % at 13.3 µM; 0.52% of 290,000 active; AID 1654, 2009; in the data active means inhibition above about 50%; further: some compounds called inactive have numbers as strong as hits
Target sequence (P51452 whole entry, looked up): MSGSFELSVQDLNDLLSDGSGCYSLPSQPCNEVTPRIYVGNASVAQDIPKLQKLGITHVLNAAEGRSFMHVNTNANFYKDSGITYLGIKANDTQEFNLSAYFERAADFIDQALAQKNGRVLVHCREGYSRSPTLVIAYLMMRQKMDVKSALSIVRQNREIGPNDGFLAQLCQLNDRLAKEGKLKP
Y pestis TopoI – Yersinia pestis topoisomerase I inhibitors, primary screen, biochemical, cleavage product accumulation, plate reader, single point; DNA topoisomerase I (Yersinia pestis CO92); activity, % at 10 µM; 0.064% of 360,000 active; Y. pestis Topo-I cleavage product accumulation; in the data active means activity above about 50%, passing the limit was not always enough; inconclusive means no clear call, values can overlap the other calls; further: inactives centre near 2
Anthrax LF inh2 – Bacillus anthracis LF protease inhibitors, primary screen, biochemical, multiplex microsphere, MLPCN library. Lethal factor (Bacillus anthracis), P15917. multiplex microsphere protease cleavage assay. inhibition, % at 10 µM. 0.12% of 360,000 active. AID 588501, 2011; further: plate controls were buffer without enzyme for full effect and enzyme alone for no effect
Target sequence (P15917 whole entry, looked up): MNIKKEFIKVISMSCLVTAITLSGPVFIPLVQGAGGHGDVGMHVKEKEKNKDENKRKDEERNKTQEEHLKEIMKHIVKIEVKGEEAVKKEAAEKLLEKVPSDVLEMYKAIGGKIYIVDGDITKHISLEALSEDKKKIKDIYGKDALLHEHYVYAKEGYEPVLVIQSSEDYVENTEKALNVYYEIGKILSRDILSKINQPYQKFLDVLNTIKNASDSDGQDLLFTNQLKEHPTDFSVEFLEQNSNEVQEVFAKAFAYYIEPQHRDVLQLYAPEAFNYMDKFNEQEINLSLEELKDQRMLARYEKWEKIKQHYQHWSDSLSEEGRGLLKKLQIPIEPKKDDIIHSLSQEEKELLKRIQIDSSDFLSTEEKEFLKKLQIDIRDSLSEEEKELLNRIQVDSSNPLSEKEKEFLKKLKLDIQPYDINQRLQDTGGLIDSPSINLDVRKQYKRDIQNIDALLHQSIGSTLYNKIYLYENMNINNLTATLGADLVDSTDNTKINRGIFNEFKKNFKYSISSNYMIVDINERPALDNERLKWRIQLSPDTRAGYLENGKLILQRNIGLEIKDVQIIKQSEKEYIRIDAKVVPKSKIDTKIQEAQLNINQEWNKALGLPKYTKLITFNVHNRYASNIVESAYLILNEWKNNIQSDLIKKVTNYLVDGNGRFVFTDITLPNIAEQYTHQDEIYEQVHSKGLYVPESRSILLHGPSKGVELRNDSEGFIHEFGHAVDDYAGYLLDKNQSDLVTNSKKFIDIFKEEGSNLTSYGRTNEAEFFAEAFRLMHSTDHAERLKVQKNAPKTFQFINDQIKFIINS
Vc quorum ag – inducers of Vibrio cholerae quorum light production without autoinducers, primary screen, BH1578 luxS cqsA deficient, single point. 0.16% of 350,000 active. activation, % at 18.7 µM. V. cholerae BH1578 lux reporter, luminescence, 6 h; in the data active means activation mostly above about 9.7%, no sharp cut-off; inconclusive means no clear call, values can overlap the other calls; inactive means mostly below about 3.7%; further: not every result past the cut was called active; inactives centre near 0; reference of the scale not given here
BoNT A protease – BoNT/A light chain protease inhibitors, primary screen, biochemical, flow cytometry, MLPCN library | Botulinum neurotoxin type A light chain protease (Clostridium botulinum A str. ATCC 3502) | multiplex microsphere protease substrate cleavage | inhibition, % at 10 µM | 0.17% of 360,000 active | AID 588499, 2011; further: plate controls were buffer without enzyme for full effect and enzyme alone for no effect
PriA SSB inh – inhibitors of Klebsiella pneumoniae PriA binding to SSB C-terminal tail, primary screen, biochemical, AlphaScreen | inhibition, % at 33 µM | AlphaScreen SSBct-PriA binding, biotinylated peptide | 0.6% of 430,000 active | PriA–SSB C-terminal tail interaction (Klebsiella pneumoniae) | AID 1272365, 2023; in the data active means inhibition mostly above about 37%, no sharp cut-off; inactive means mostly below about 20%;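 further: plate controls were negative control peptide for no effect and reference peptide for full effect; strong numbers were not always called active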
3CLpro inhibitor – SARS-CoV 3CLpro protease inhibitors, primary screen, biochemical, quenched FRET; Replicase polyprotein 1ab (Severe acute respiratory syndrome coronavirus), P0C6X7; recombinant SARS-CoV 3CLpro, quenched FRET peptide cleavage; inhibition, % at 6 µM; 0.14% of 290,000 active; in the data active means inhibition above about 12%
PfHsp40 rescue – rescue of yeast from PfHsp40 toxicity, primary screen, S. cerevisiae, ATP luminescence; S. cerevisiae expressing PfHsp40, growth rescue; growth rescue, % at 12.5 µM; 0.68% of 340,000 active; in the data active means growth rescue above about 28%, passing the limit was not always enough; inconclusive means no clear call, values can overlap the other calls;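 further: yeast W303a lacking pdr1 and pdr3 grown in galactose medium; growth measured after three days at 30 °C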
TcdB inh – TcdB glycohydrolase inhibitors, primary screen, biochemical, single point, plate reader; inhibition, % at 9.99 µM; TcdB glycohydrolase enzymatic assay; 0.24% of 350,000 active; in the data active means inhibition above about 10%
* marks the source's active call; other numbers are inactive results. Unless noted, no stated cut-off is given here; in the data, active means inhibition above about 30%; inconclusive means no clear call, values can overlap the other calls; inactive means below that.

What do the screens show for `CCOc1ccc(N(C)S(=O)(=O)c2ccc(C)c(C(=O)N3CCN(Cc4ccc5c(c4)OCO5)CC3)c2)cc1`?
CCHF vOTU inh: 6; Y pestis TopoI: 21; Anthrax LF inh2: -3; Vc quorum ag: inactive; BoNT A protease: -0.7; PriA SSB inh: 3; PfHsp40 rescue: 0.1; TcdB inh: 0.9

How did C=CCOc1ccc(/C(O)=C2\C(=O)C(=O)N(CCOC)C2c2cccnc2)cc1 (stereo unspecified) do in these assays?
CCHF vOTU inh: -12; VHR inh abs: 13; Y pestis TopoI: 1; Anthrax LF inh2: -1; Vc quorum ag: inactive; BoNT A protease: 0.9; 3CLpro inhibitor: 1; PfHsp40 rescue: -1.5

Results for Cc1ccccc1NC(=S)NN1CCN(C)CC1 ?
CCHF vOTU inh: 6; VHR inh abs: 1; Y pestis TopoI: -7; Anthrax LF inh2: -1; Vc quorum ag: inactive; BoNT A protease: -0.5; PriA SSB inh: 0; 3CLpro inhibitor: 0; PfHsp40 rescue: -0.7

What do the screens show for `CCC1(C)Cc2ccccc2-c2nc(NCCO)n(-c3ccc(C)cc3)c(=O)c21` (stereo unspecified)?
CCHF vOTU inh: -145; VHR inh abs: 10; Y pestis TopoI: -3; Anthrax LF inh2: 0; Vc quorum ag: 3.4; BoNT A protease: -0.3; PriA SSB inh: 7; 3CLpro inhibitor: 4; PfHsp40 rescue: -0.6

What do the screens show for `Cc1ccc(C(=O)NCCCNC(=O)c2ccc(Cl)cc2)cn1`?
CCHF vOTU inh: -4; VHR inh abs: 25; Y pestis TopoI: -5; Anthrax LF inh2: -3; Vc quorum ag: -0.2; BoNT A protease: 3.5; PriA SSB inh: -6; 3CLpro inhibitor: 3; PfHsp40 rescue: -0.9; TcdB inh: 0.4

Results for Cc1cccc(OCCCC(=O)NNC(=O)c2cccc(N(C)C)c2)c1 ?
CCHF vOTU inh: -18; Y pestis TopoI: 11; Anthrax LF inh2: -10; Vc quorum ag: -3.2; BoNT A protease: -0.6; PriA SSB inh: 1; PfHsp40 rescue: -0.8; TcdB inh: 1.4

Results for COc1ccc(Cn2nnnc2C(c2ccc(F)cc2)N2CCN(C3CCCC3)CC2)cc1 (stereo unspecified) ?
CCHF vOTU inh: 2; VHR inh abs: 25; Y pestis TopoI: 21; Anthrax LF inh2: -2; Vc quorum ag: -0.9; BoNT A protease: 0.0; PriA SSB inh: -9; 3CLpro inhibitor: 6; PfHsp40 rescue: 6.3

What do the screens show for `C=CCN1N=C(/C=C/c2ccc(C)cc2)CCC1=O`?
CCHF vOTU inh: -5; VHR inh abs: 8; Y pestis TopoI: 10; Anthrax LF inh2: -4; Vc quorum ag: inactive; BoNT A protease: 0.7; PriA SSB inh: -2; 3CLpro inhibitor: -2; PfHsp40 rescue: -1.5; TcdB inh: -0.2

What do the screens show for `COc1ccc(CCC(=O)NNC(=O)Nc2ccccc2Cl)cc1`?
CCHF vOTU inh: 7; VHR inh abs: 1; Y pestis TopoI: 7; Anthrax LF inh2: 0; Vc quorum ag: -0.1; BoNT A protease: 1.5; PriA SSB inh: 11; 3CLpro inhibitor: -1; PfHsp40 rescue: 0.0; TcdB inh: 0.5

What do the screens show for `COC(=O)c1ccc(N=Nc2c(C)[nH]n(-c3ccccc3)c2=O)cc1`?
CCHF vOTU inh: 5; VHR inh abs: 29; Y pestis TopoI: 1; Anthrax LF inh2: -11; Vc quorum ag: -0.7; BoNT A protease: -1.2; PriA SSB inh: 28; 3CLpro inhibitor: -1; PfHsp40 rescue: -0.9; TcdB inh: 1.3

How did CC1CCN(S(=O)(=O)c2ccc(NC(=O)c3ccccc3F)cc2)CC1 do in these assays?
CCHF vOTU inh: 12; VHR inh abs: 33; Y pestis TopoI: 7; Anthrax LF inh2: 1; Vc quorum ag: -0.4; BoNT A protease: 0.2; PriA SSB inh: 8; 3CLpro inhibitor: 2; PfHsp40 rescue: -0.6; TcdB inh: -0.9

Results for COc1ccc(CN2CCN(C(=O)c3cccc4ccccc34)CC2)cc1Br ?
CCHF vOTU inh: 1; VHR inh abs: 15; Y pestis TopoI: 30; Anthrax LF inh2: -8; Vc quorum ag: -0.4; BoNT A protease: -0.3; PriA SSB inh: 11; 3CLpro inhibitor: -6; PfHsp40 rescue: -1.6; TcdB inh: 0.3

Reprinted at random: 2 entries already listed
How did C=CCOc1ccc(/C(O)=C2\C(=O)C(=O)N(CCOC)C2c2cccnc2)cc1 (stereo unspecified) do in these assays?
CCHF vOTU inh: -12; VHR inh abs: 13; Y pestis TopoI: 1; Anthrax LF inh2: -1; Vc quorum ag: inactive; BoNT A protease: 0.9; 3CLpro inhibitor: 1; PfHsp40 rescue: -1.5

How did CC1CCN(S(=O)(=O)c2ccc(NC(=O)c3ccccc3F)cc2)CC1 do in these assays?
CCHF vOTU inh: 12; VHR inh abs: 33; Y pestis TopoI: 7; Anthrax LF inh2: 1; Vc quorum ag: -0.4; BoNT A protease: 0.2; PriA SSB inh: 8; 3CLpro inhibitor: 2; PfHsp40 rescue: -0.6; TcdB inh: -0.9

Following part.
How did O=C(C1=NN[C@@H]2C(=O)N(c3cccc(F)c3)C(=O)[C@H]12)c1ccc2ccccc2n1 do in these assays?
CCHF vOTU inh: -5; VHR inh abs: 33; Y pestis TopoI: -2; Anthrax LF inh2: -3; Vc quorum ag: inactive; BoNT A protease: 0.6; PriA SSB inh: 7; 3CLpro inhibitor: 0; PfHsp40 rescue: 0.0; TcdB inh: -0.7

What do the screens show for `O=C(CCSc1nc(-c2ccco2)cc(C(F)(F)F)n1)NCCN1CCOCC1`?
CCHF vOTU inh: 8; VHR inh abs: 7; Y pestis TopoI: -4; Anthrax LF inh2: -4; Vc quorum ag: -0.5; BoNT A protease: -0.5; PriA SSB inh: -2; 3CLpro inhibitor: 4; PfHsp40 rescue: -0.1

Results for N#CC1=C(N)NC(SCc2ccccc2)=C(C#N)C12CCCC2 ?
CCHF vOTU inh: -1; VHR inh abs: 20; Y pestis TopoI: 0; Anthrax LF inh2: -3; Vc quorum ag: -0.4; BoNT A protease: -0.2; PriA SSB inh: 8; 3CLpro inhibitor: -2; PfHsp40 rescue: 1.0

Results for N#C/C(=C/c1ccc(N2CCCCC2)cc1)c1cccc(F)c1 ?
CCHF vOTU inh: 5; VHR inh abs: 13; Y pestis TopoI: 17; Anthrax LF inh2: -2; Vc quorum ag: inactive; BoNT A protease: 0.6; PriA SSB inh: 0; 3CLpro inhibitor: -1; PfHsp40 rescue: 1.7

What do the screens show for `S=c1[nH]nc(COc2ccccc2)n1/N=C/c1ccncc1`?
CCHF vOTU inh: 6; VHR inh abs: 11; Y pestis TopoI: -2; Anthrax LF inh2: 1; Vc quorum ag: inactive; BoNT A protease: 1.3; 3CLpro inhibitor: -4; PfHsp40 rescue: 0.9; TcdB inh: -0.7

How did CCC(Oc1ccccc1)C(=O)Nc1ccc(S(=O)(=O)Nc2ncccn2)cc1 (stereo unspecified) do in these assays?
CCHF vOTU inh: -5; VHR inh abs: 30; Y pestis TopoI: -4; Anthrax LF inh2: 2; Vc quorum ag: -0.1; BoNT A protease: 1.5; PriA SSB inh: 1; 3CLpro inhibitor: -4; PfHsp40 rescue: 0.4; TcdB inh: -0.9

How did COc1cccc(N2CCN(C(=O)CCSCc3ccccc3F)CC2)c1 do in these assays?
CCHF vOTU inh: -12; VHR inh abs: 33; Y pestis TopoI: 3; Anthrax LF inh2: -12; Vc quorum ag: -0.2; BoNT A protease: -0.6; PriA SSB inh: 6; 3CLpro inhibitor: 3; PfHsp40 rescue: 0.9; TcdB inh: 0.0

How did COc1cccc(-c2nc(CS(=O)CC(=O)NCc3ccc4c(c3)OCO4)c(C)o2)c1 (stereo unspecified) do in these assays?
CCHF vOTU inh: 3; VHR inh abs: 6; Y pestis TopoI: 24; Anthrax LF inh2: -6; Vc quorum ag: -0.2; BoNT A protease: -1.0; PriA SSB inh: -17; 3CLpro inhibitor: -1; PfHsp40 rescue: -2.1; TcdB inh: -1.9

Results for COc1ccc(CCNC(=O)CSCC(=O)Nc2cc(S(C)(=O)=O)ccc2Cl)cc1 ?
CCHF vOTU inh: 3; Y pestis TopoI: 7; Anthrax LF inh2: -7; Vc quorum ag: -0.5; BoNT A protease: 0.1; PriA SSB inh: 6; PfHsp40 rescue: -0.6; TcdB inh: 1.7

How did COc1ccc(C/C(N)=N/OC(=O)COc2ccccc2C)cc1 do in these assays?
CCHF vOTU inh: 10; VHR inh abs: -8; Y pestis TopoI: -3; Anthrax LF inh2: -3; Vc quorum ag: -0.2; BoNT A protease: 0.9; 3CLpro inhibitor: 4; PfHsp40 rescue: 3.8

How did COc1ccccc1OCCNS(=O)(=O)c1ccc2oc3ccccc3c2c1 do in these assays?
CCHF vOTU inh: -2; VHR inh abs: -5; Y pestis TopoI: 39; Anthrax LF inh2: -1; Vc quorum ag: 0.7; BoNT A protease: 0.2; PriA SSB inh: 5; 3CLpro inhibitor: 2; PfHsp40 rescue: 3.9

Results for CCC(=Nc1ccc2c(c1)CCC2)c1c(O)n(C2CCCCC2)c(=O)[nH]c1=O ?
CCHF vOTU inh: 2; VHR inh abs: 17; Y pestis TopoI: 0; Anthrax LF inh2: 0; Vc quorum ag: inactive; BoNT A protease: inconclusive; PriA SSB inh: -2; 3CLpro inhibitor: 2; PfHsp40 rescue: 0.6

Results for Cc1cc(C)n(C2CC(=O)N(c3ccccc3)C2=O)n1 (stereo unspecified) ?
CCHF vOTU inh: -6; VHR inh abs: 18; Y pestis TopoI: -2; Anthrax LF inh2: -2; Vc quorum ag: -0.5; BoNT A protease: -0.1; PriA SSB inh: -4; 3CLpro inhibitor: 4; PfHsp40 rescue: 0.4; TcdB inh: 0.6

What do the screens show for `CCC1(c2ccc(C)cc2)NC(=O)N(CC(=O)Nc2cccc(S(=O)(=O)N3CCCC3)c2)C1=O` (stereo unspecified)?
CCHF vOTU inh: 7; Y pestis TopoI: 9; Anthrax LF inh2: 9; Vc quorum ag: 0.9; BoNT A protease: 1.2; PriA SSB inh: 5; PfHsp40 rescue: 2.3; TcdB inh: 0.2

What do the screens show for `CC/C(=N/NC(=O)CCC(=O)Nc1ccccc1OC)c1ccccc1`?
CCHF vOTU inh: 6; VHR inh abs: 0; Y pestis TopoI: 0; Anthrax LF inh2: 3; Vc quorum ag: -0.6; BoNT A protease: 0.3; 3CLpro inhibitor: 3; PfHsp40 rescue: 0.6

Results for CCOC(=O)N1CCN(c2ncnc3c2cnn3-c2ccc(Cl)cc2)CC1 ?
CCHF vOTU inh: -2; VHR inh abs: -23; 3CLpro inhibitor: 2; TcdB inh: 0.3

How did CC(C)CN1CCC(=O)N(CCSc2ccc(Br)cc2)CC1 do in these assays?
CCHF vOTU inh: -5; VHR inh abs: 4; Y pestis TopoI: 25; Anthrax LF inh2: -2; Vc quorum ag: inactive; BoNT A protease: 0.4; PriA SSB inh: 2; PfHsp40 rescue: -0.3; TcdB inh: -1.3

Results for COc1ccc(CCn2c(SCC(=O)Nc3cc(C)on3)nc3ccsc3c2=O)cc1OC ?
CCHF vOTU inh: 5; VHR inh abs: 13; Y pestis TopoI: 3; Anthrax LF inh2: -11; Vc quorum ag: inactive; BoNT A protease: 3.3; PriA SSB inh: -22; 3CLpro inhibitor: -1; PfHsp40 rescue: -1.4

Screens deposited in PubChem BioAssay by several laboratories.

The list is partial (hit frequency here may not be typical).
